Screens from PubChem.
SENP1 FRET inh = SENP1 (human) catalytic domain inhibition; 0.21% of 360,000 active; AID 624204; recombinant SENP1 catalytic domain, CyPet-SUMO1-YPet FRET cleavage; inhibition, % at 10 µM;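 active = inhibition at least 30% at 10 µM, raw YFP signal under a set limit, fluorescence ratio 0.5 to 1.5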;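 also: 0% = enzyme with DMSO and 100% = no enzyme wells; some results filed as inactive read as strong as hits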
Target sequence (Q9P0U3 419-644 limits assumed): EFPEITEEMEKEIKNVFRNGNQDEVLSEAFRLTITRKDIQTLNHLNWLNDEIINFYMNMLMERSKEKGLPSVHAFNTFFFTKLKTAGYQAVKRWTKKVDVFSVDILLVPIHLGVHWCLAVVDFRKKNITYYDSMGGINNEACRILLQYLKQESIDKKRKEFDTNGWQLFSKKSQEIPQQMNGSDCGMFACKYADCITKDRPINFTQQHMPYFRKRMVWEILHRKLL
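material = recombinant human SENP1 catalytic domain, His6-tagged | quantity = 20 pM enzyme | reagent = 25 nM SUMO1 FRET substrate | compound dosing = 10 µM single point, 0.5% DMSO | timing = 50 min enzyme reaction, room temperature, light-protected | detection = FRET, CFP and YFP emission | control set = no-enzyme low, enzyme-DMSO high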
APOBEC3A inh = blocks human APOBEC3A ssDNA deamination. P31941. recombinant A3A, FAM/TAMRA ssDNA deamination fluorescence. inhibition, % at 20 µM. 0.41% of 330,000 active;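 active = at least 40% inhibition at 20 µM here, with at most 30% in a related deaminase screen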;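 also: plate controls were A3A with DMSO for no effect and wells lacking A3A enzyme for full effect; some results filed as inactive read as strong as hits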
Target sequence (P31941 whole entry, looked up): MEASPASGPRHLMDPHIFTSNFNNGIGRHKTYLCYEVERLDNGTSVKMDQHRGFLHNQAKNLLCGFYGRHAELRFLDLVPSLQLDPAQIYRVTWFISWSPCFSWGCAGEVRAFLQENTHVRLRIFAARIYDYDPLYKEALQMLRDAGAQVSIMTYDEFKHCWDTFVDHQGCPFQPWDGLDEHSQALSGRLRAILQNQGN
mIAP inh = mouse IAP inhibition | inhibition, % at 10 µM | purified mouse IAP, CDP-Star luminescence, 30 min | 0.2% of 330,000 active | AID 2806;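 active = inhibition of at least 40% at 10 µM in the primary screen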;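 also: plate controls were DMSO with enzyme for no effect and no enzyme wells for full effect; values of inactives mirror those of a sister screen read the other way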
hIAP activ = increases human intestinal alkaline phosphatase activity. P09923. activation factor at 10 µM. purified human IAP, CDP-Star luminescence, 30 min; hits give high values; 1 = vehicle-only enzyme, 0 = enzyme-free background. 0.16% of 330,000 active;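 active = activation factor of the enzyme at least 2-fold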; also: the source names both 10 and 20 µM as test concentration; values of inactives mirror those of a sister screen read the other way
NLRP3 yeast inh = blocks the NALP3 inflammasome reconstituted in yeast | Yeast reconstituted NLRP3/ASC/caspase-1, beta-gal luminescence, 24 h | inhibition, % at 10 µM | 0.39% of 330,000 active | AID 2825;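 active = inhibition of 50% or more; inactive = inhibition below 50%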;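 also: plate controls were induced DMSO wells for no effect and uninduced yeast grown without galactose for full effect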
beta cell repl = MIN6 beta-cell proliferation induction; MIN6 cells proliferation, ATPlite luminescence, 48 h; cells starved in 0.2% serum; 100% = growth in 10% serum; proliferation, % at 10 µM; 0.29% of 330,000 active; AID 2380;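 active = compounds whose signal lies at least 3.5 SD above the mean of all wells on their plate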;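 also: 0% = DMSO-treated cells in low-serum medium and 100% = 10% serum control; some compounds called inactive have numbers as strong as hits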
hIAP block = blocks human intestinal alkaline phosphatase; P09923; purified IAP, CDP-Star luminescence, 30 min; inhibition, % at 10 µM; 0.12% of 330,000 active;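 active = inhibition reaching a set limit with compound at 10 µM in the primary screen, cut at about 35% in these data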;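 also: plate controls were DMSO wells with enzyme for no effect and no-enzyme buffer wells for full effect; values of inactives mirror those of a sister screen read the other way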
mIAP act = increases mouse intestinal alkaline phosphatase activity | activation factor at 10 µM | AID 2805 | 0.24% of 330,000 active | muIAP, CDP-Star luminescence, 30 min; hits give high values; 1 = vehicle-only enzyme signal, 0 = enzyme-free wells;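 active = activation factor of at least 2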; also: the source names both 10 and 20 µM as test concentration; values of inactives mirror those of a sister screen read the other way
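Assay system: mouse IAP enzyme; reagent: chemiluminescent substrate CDP-Star; dosing: test compounds delivered from DMSO solution; schedule: 30 min at room temperature; measured by: luminescence from enzymatic CDP-Star hydrolysis; controls: DMSO-only wells and no-enzyme negative control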
A3G deaminase = APOBEC3G (human) deaminase inhibition; Q9HC16; AID 493012; 0.28% of 330,000 active; recombinant A3G, ssDNA deamination FAM/TAMRA fluorescence; inhibition, % at 20 µM;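 active = inhibition of at least 40% at 20 µM, with no more than 30% in the related APOBEC3A deaminase screen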;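 also: plate controls were DMSO wells with A3G for no effect and wells lacking A3G enzyme for full effect; some compounds called inactive have numbers as strong as hits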
Target sequence (Q9HC16 whole entry, looked up): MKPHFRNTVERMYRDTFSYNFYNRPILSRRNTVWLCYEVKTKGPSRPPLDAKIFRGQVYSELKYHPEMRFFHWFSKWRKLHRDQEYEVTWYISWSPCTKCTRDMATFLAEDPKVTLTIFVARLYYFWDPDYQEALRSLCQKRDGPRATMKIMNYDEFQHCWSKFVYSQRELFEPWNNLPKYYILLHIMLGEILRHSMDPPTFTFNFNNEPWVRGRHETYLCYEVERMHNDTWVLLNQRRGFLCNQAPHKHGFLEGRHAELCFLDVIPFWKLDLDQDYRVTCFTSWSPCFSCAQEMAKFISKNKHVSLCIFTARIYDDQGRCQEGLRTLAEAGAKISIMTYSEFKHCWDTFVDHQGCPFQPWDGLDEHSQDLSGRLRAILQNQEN
* = called active by the depositor. Only part of the results is shown (hit frequency here may not be typical).

Letter code – A = SENP1 FRET inh; B = APOBEC3A inh; C = mIAP inh; D = hIAP activ; E = NLRP3 yeast inh; F = beta cell repl; G = hIAP block; H = mIAP act; I = A3G deaminase
1	CCCN(CC1CCCO1)C(=O)c1cc(COc2ccc(F)cc2F)on1 (stereo not given)
  A: 1.0; B: 2.9; C: 2.1; D: 0.91; E: 10.5; F: -2.0; G: 9.0; H: 0.979; I: 1.0
2	COc1ccc(/C(N)=N/OC(=O)c2cc(-c3ccccc3)nc3ccccc23)cc1
  A: 1.5; B: 4.9; C: -2.5; D: 1.07; E: 10.4; F: -5.6; G: -7.0; H: 1.02; I: -0.7
3	CN(c1ccccc1)S(=O)(=O)c1cccc(NC(=O)CCNC(=O)c2ccccc2)c1
  A: 2.4; B: 17.8; C: -2.8; D: 0.965; E: 6.2; F: -3.8; G: 3.5; H: 1.03; I: -4.9
4	CCC(=O)c1ccc(OCC(=O)N2CCN(C(=O)c3ccccc3)CC2)cc1
  A: 0.5; B: -0.7; C: -4.3; D: 0.965; E: 12.7; F: -2.4; G: 3.5; H: 1.04; I: -7.1
5	Cc1ccc(NC2=C(C(=O)c3ccccc3)N(C)S(=O)(=O)c3ccccc32)cc1
  A: 32.5*; B: 3.4; C: 28.1; D: 0.953; E: 17.8; F: -3.2; G: 4.7; H: 0.719; I: 1.8
6	COc1ccc(-c2ncn(CCC#N)c2[N+](=O)[O-])cc1
  A: 1.7; B: -2.4; C: 4.4; D: 0.91; E: -8.1; F: 4.3; G: 9.0; H: 0.956; I: -4.6
7	CC(C)c1cc(O)c(-c2ccccc2)c(=O)n1-c1ccc(Cl)cc1
  A: -0.6; B: -1.8; C: -6.4; D: 1.03; E: -4.2; F: -3.5; G: -3.3; H: 1.06; I: -5.2
8	O=C(CN1CCN(S(=O)(=O)c2ccc(Cl)cc2)CC1)NC1CCCC1
  A: 1.5; B: 1.4; C: -1.9; D: 1.04; E: 15.6; F: -4.2; G: -4.4; H: 1.02; I: -4.5
9	Cn1c(C(=O)NC2CCCCC2)cc2c(=O)n3ccccc3nc21
  A: -55.1; B: -3.0; C: 9.5; D: 1.26; E: 22.9; F: -0.3; G: -26.3; H: 0.905; I: -1.3
10	COc1ccc2nc(NC(=O)C3CCN(C(=O)c4ccco4)CC3)sc2c1
  A: 1.2; B: 2.3; C: -12.8; D: 0.948; E: 9.3; F: -1.7; G: 5.2; H: 1.13; I: -3.0
11	O=C(N/N=C/c1ccc(F)c(F)c1)c1cc2c(s1)-c1ccccc1CC2
  A: 1.2; B: 0.3; C: 10.4; D: 0.978; E: 13.6; F: -4.1; G: 2.2; H: 0.896; I: -8.9
12	COc1ccc(-c2nnc(SC(C(=O)c3c[nH]c4ccccc34)c3ccccc3)n2N)cc1OC (stereo not given)
  A: -31.1; B: -3.8; C: 6.7; D: 0.997; E: 4.3; F: 0.0; G: 0.3; H: 0.933; I: -10.9
13	Cc1cc(N)n(-c2ccc([N+](=O)[O-])cc2)n1
  A: 1.7; B: 2.2; C: -1.9; D: 0.822; E: -7.1; F: -1.7; G: 17.8; H: 1.02; I: -7.1
14	O=C(COC(=O)/C=C/c1cccc(Cl)c1)NC1CCCC1
  A: 3.4; B: -2.5; C: -10.9; D: 1.21; E: 2.7; F: -4.3; G: -20.6; H: 1.11; I: -5.8
15	CCn1nc(C)cc1C(=O)n1nc(C)c(Sc2ncccn2)c1C
  A: 0.7; B: 3.3; C: 14.8; D: 0.793; E: 15.6; F: 2.1; G: 20.7; H: 0.852; I: -0.8

Compounds from the list above with a nitro group on carbon, in the order listed:
Letter code – A = SENP1 FRET inh; B = APOBEC3A inh; C = mIAP inh; D = hIAP activ; E = NLRP3 yeast inh; F = beta cell repl; G = hIAP block; H = mIAP act; I = A3G deaminase
6	COc1ccc(-c2ncn(CCC#N)c2[N+](=O)[O-])cc1
  A: 1.7; B: -2.4; C: 4.4; D: 0.91; E: -8.1; F: 4.3; G: 9.0; H: 0.956; I: -4.6
13	Cc1cc(N)n(-c2ccc([N+](=O)[O-])cc2)n1
  A: 1.7; B: 2.2; C: -1.9; D: 0.822; E: -7.1; F: -1.7; G: 17.8; H: 1.02; I: -7.1

Ordered by the number under A3G deaminase (high to low): some entries from above
entry	SMILES	A3G deaminase
7	CC(C)c1cc(O)c(-c2ccccc2)c(=O)n1-c1ccc(Cl)cc1	-5.2
13	Cc1cc(N)n(-c2ccc([N+](=O)[O-])cc2)n1	-7.1
12	COc1ccc(-c2nnc(SC(C(=O)c3c[nH]c4ccccc34)c3ccccc3)n2N)cc1OC (stereo not given)	-10.9

Other results
Letter code – A = SENP1 FRET inh; B = APOBEC3A inh; C = mIAP inh; D = hIAP activ; E = NLRP3 yeast inh; F = beta cell repl; G = hIAP block; H = mIAP act; I = A3G deaminase
16	C[C@H](CO)N1C[C@H](C)[C@@H](CN(C)Cc2ccc3c(c2)OCO3)Oc2ccc(NS(C)(=O)=O)cc2C1=O
  A: -0.3; B: 3.1; C: 0.7; D: 1.06; E: 10.2; F: 2.1; G: -6.2; H: 0.992; I: 0.3
17	Cc1cc(NS(=O)(=O)c2ccc(NC(=O)Cc3ccc([N+](=O)[O-])cc3)cc2)no1
  A: 1.8; B: -3.4; C: -2.3; D: 1.04; E: 12.4; F: -0.3; G: -3.7; H: 1.02; I: -6.1
18	CCCNCCC(c1ccco1)c1ccccc1OC (stereo not given)
  A: -1.5; B: -0.9; C: 6.4; D: 1.15; E: 5.0; F: 2.6; G: -14.9; H: 0.936; I: -1.2
19	Cc1cccc(OCCSc2ncnc3nc[nH]c23)c1
  A: 6.5; B: 0.9; C: 9.8; D: 1.02; E: 1.1; F: -0.5; G: -2.2; H: 0.902; I: -3.5
20	CC(C)CNC(=O)c1ccccc1NC(=O)CCSc1ccccc1
  A: -0.1; B: 0.4; C: 3.2; D: 0.992; E: 19.0; F: -2.4; G: 0.8; H: 0.968; I: -5.4
21	COC(=O)C1=C(N)Oc2cc(C)[nH]c(=O)c2C1c1ccccc1OC (stereo not given)
  A: -1.5; B: -1.7; C: -0.2; D: 0.966; E: 1.3; F: 3.8; G: 3.4; H: 1; I: -7.0
22	CCN1CCN(CCOc2ccccc2-c2ccccc2)CC1
  A: -0.3; B: 0.7; C: 0.2; D: 0.985; E: 11.7; F: 1.4; G: 1.5; H: 0.998; I: -7.2
23	Cc1cc(C(F)(F)F)nc(SCCN2CCOCC2)c1C#N
  A: -27.4; B: -3.1; C: 3.4; D: 1.1; E: 6.9; F: -4.2; G: -9.9; H: 0.966; I: -6.3
24	CN1CCCC(OC(=O)c2ccccc2Br)C1 (stereo not given)
  A: 1.1; B: 4.2; C: 2.4; D: 0.757; E: 15.6; F: -2.1; G: 24.3; H: 0.976; I: -0.2
25	CCN(CC(=O)Nc1cc(S(=O)(=O)N2CCCCC2)ccc1Cl)Cc1ccccc1
  A: -2.4; B: 1.7; C: 5.0; D: 1.02; E: 27.9; F: -7.0; G: -2.3; H: 0.95; I: -9.5
26	Cc1ccc(C(=O)NCC(c2ccco2)N2CCc3ccccc32)cc1 (stereo not given)
  A: -1.5; B: -4.1; C: -12.3; D: 1.04; E: 3.4; F: -3.2; G: -4.3; H: 1.12; I: -5.3

Looked up by structure from the entries so far:
Letter code – A = SENP1 FRET inh; B = APOBEC3A inh; C = mIAP inh; D = hIAP activ; E = NLRP3 yeast inh; F = beta cell repl; G = hIAP block; H = mIAP act; I = A3G deaminase
20	CC(C)CNC(=O)c1ccccc1NC(=O)CCSc1ccccc1
  A: -0.1; B: 0.4; C: 3.2; D: 0.992; E: 19.0; F: -2.4; G: 0.8; H: 0.968; I: -5.4
16	C[C@H](CO)N1C[C@H](C)[C@@H](CN(C)Cc2ccc3c(c2)OCO3)Oc2ccc(NS(C)(=O)=O)cc2C1=O
  A: -0.3; B: 3.1; C: 0.7; D: 1.06; E: 10.2; F: 2.1; G: -6.2; H: 0.992; I: 0.3
